Mcl-1 Bim block: disrupts Bim peptide binding to human Mcl-1. Q07820. inhibition, % at 10 µM. Bead-based flow cytometry, Bim peptide-Mcl-1 binding. hit rate 0.1% among 190,000; in the data active means inhibition above about 40%;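 further: 0% = no compound tracer wells and 100% = peptide blocker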
Target sequence (Q07820 whole entry, looked up): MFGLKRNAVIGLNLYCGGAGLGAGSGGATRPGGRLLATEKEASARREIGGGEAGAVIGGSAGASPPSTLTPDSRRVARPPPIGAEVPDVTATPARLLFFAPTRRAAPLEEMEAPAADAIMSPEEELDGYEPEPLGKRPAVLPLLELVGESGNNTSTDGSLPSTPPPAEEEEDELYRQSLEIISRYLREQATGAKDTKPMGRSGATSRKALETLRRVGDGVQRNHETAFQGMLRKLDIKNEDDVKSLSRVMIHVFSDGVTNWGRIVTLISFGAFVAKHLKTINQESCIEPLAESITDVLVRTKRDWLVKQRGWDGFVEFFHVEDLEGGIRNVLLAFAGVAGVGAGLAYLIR
Rac1 act GTP bind: alters GTP binding to activated mutant human Rac1. P63000. GST-Rac1 activated beads, fluorescent GTP binding, flow cytometry; actives lie on both sides; 100% means binding = to untreated wells. percent activity (GTP binding), % at 10 µM. hit rate 0.11% among 190,000;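 active means GTP binding at least 20 percentage points away from the 100% baseline, in either direction, so actives lie on both sides; inconclusive means Compound likely fluorescent itself, or too few beads counted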
Rab7 wt GTP bind: dog Rab7 wildtype GTP binding, inhibitors and activators; GST-Rab7 beads, fluorescent GTP binding, flow cytometry; actives lie on both sides; untreated = 100%, excess cold GTP = 0%; GTP binding activity (percent of control), % at 10 µM; hit rate 0.055% among 190,000; AID 758;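 active means fluorescent GTP binding to Rab7 beads changed by at least 20 points from the 100% baseline, either direction, mostly lower; inconclusive means compound itself probably fluorescent, or too few beads counted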;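 further: median green fluorescence of bound Bodipy-FL-GTP per Rab7 bead population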
Rab2 wt GTP: changes GTP binding to wildtype dog Rab2A, up or down; GTP binding activity, % at 10 µM; P61105; GST-Rab2 wt beads, Bodipy-GTP binding, flow cytometry; hit rate 0.19% among 190,000;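 active means GTP binding activity at least 20 points away from 100%, either lowered or raised; inconclusive means signal likely due to the compound's own green fluorescence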;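 further: 0% = beads with excess unlabeled GTP and 100% = no-compound control corrected for plate trend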
HRas wt GTP bind: changes GTP binding to wildtype human HRas. GST-Ras wt beads, Bodipy-FL-GTP binding, flow cytometry; actives lie on both sides. GTP binding activity, % at 10 µM. hit rate 0.14% among 190,000. AID 759;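 active means GTP binding activity at least 20% away from the 100% baseline, either lowered as inhibitor or raised as activator; inconclusive means flagged as likely green fluorescent, judged across all proteins in the well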;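 further: 0% = unlabeled GTP competition control and 100% = no-compound control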
Target sequence (P01112 whole entry, looked up): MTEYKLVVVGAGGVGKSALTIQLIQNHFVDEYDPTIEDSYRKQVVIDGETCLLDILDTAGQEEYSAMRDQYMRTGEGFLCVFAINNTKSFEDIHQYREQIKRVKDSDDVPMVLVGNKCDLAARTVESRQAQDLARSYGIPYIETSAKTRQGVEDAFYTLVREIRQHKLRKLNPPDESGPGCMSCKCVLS
Mcl1-Bid inh: disrupts binding of human Mcl-1 to Bid peptide; TR-FRET Mcl-1/Bid-Dy647 peptide binding, 1536-well; Q07820; AID 1021; inhibition, % at 21.7 µM; hit rate 0.97% among 220,000;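 active means compounds that cut the binding signal by more than half at the single screening dose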;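 further: His-tagged Mcl-1 with europium anti-His antibody binding Bid BH3 peptide; 0% = Mcl-1 plus peptide wells and 100% = peptide-only wells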
RGS8-Gao: regulators of human RGS8-Galphao interaction | P09471 | multiplexed bead flow cytometry, RGS8-Galphao binding; actives lie on both sides | response (percent of control binding), % at 10 µM | hit rate 0.34% among 220,000; in the data active means response below about 60% or above about 140%; inactive means in between;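 further: Galphao activated as the GDP aluminium fluoride complex binding bead-coupled RGS8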
Target sequence (P09471 whole entry, looked up): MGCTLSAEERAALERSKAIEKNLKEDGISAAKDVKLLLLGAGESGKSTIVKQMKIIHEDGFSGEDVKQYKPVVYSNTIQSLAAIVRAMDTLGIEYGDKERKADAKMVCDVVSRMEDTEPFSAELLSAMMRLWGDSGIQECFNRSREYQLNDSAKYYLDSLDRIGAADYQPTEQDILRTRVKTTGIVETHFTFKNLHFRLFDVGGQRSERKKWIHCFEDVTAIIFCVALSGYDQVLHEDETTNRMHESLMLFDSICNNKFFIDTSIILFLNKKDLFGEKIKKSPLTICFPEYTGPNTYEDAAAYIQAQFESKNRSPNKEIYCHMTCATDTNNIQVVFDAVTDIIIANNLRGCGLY
Pf gamet viab: P. falciparum stage V gametocyte viability inhibition. P. falciparum stage V gametocytes, ATP luminescence, 24 h. inhibition, % at 10.9 µM. hit rate 0.065% among 150,000;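 active means inhibition above the mean plus 3 SD of compounds within the control limits, set per campaign, cut at about 38% in these data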;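 further: 0% = DMSO wells and 100% = medium only without gametocytes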
Cdc42 wt GTP: human Cdc42 wildtype GTP binding change, either direction. percent activity (GTP binding), % at 10 µM. P60953. GST-Cdc42 beads, Bodipy-GTP binding, flow cytometry; actives lie on both sides. hit rate 0.2% among 190,000;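 active means percent activity GTP binding at least 20 points away from the 100% baseline, either down as inhibitor or up as activator; inconclusive means compound flagged as likely green fluorescent from well-wide comparison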;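 further: median bead fluorescence of bound Bodipy-FL-GTP at 100 nM; 0% = excess unlabeled GTP control and 100% = no compound control; below 100% means less GTP binding so inhibitor and above means activator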
Target sequence (P60953 whole entry, looked up): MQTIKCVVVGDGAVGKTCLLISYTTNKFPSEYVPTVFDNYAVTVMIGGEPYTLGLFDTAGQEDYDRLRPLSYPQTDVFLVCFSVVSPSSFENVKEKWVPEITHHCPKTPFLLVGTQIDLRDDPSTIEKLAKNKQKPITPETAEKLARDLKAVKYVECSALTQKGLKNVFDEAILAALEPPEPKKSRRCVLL
Rac1 wt GTP bind: human Rac1 wildtype GTP binding, inhibitors and activators. hit rate 0.27% among 190,000. GST-Rac1 beads, fluorescent GTP binding, flow cytometry; actives lie on both sides; 0 = cold GTP competed, 100 = untreated. GTP binding activity (% of control), % at 10 µM. P63000;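 active means GTP binding activity at least 20 points away from the 100% control level, either lower or higher; inconclusive means compound flagged as likely green fluorescent, judged across all proteins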
Mcl1 Noxa PPI: disrupts binding of human Mcl-1 to Noxa peptide; TR-FRET Mcl-1/Noxa peptide binding, 2 h; inhibition, % at 21.7 µM; hit rate 1.5% among 220,000; AID 1022;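 active means compounds that cut the protein-peptide binding signal by more than 50% relative to plate controls in a single-dose test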;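 further: His-tagged Mcl-1 with rhodamine Noxa BH3 peptide and terbium anti-His antibody; 0% = Mcl-1 plus Noxa peptide wells and 100% = peptide-only wells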
The depositor's hits bear a star; ? = inconclusive; . = not tested or not shown.

Below each SMILES: Mcl-1 Bim block	Rac1 act GTP bind	Rab7 wt GTP bind	Rab2 wt GTP	HRas wt GTP bind	Mcl1-Bid inh	RGS8-Gao	Pf gamet viab	Cdc42 wt GTP	Rac1 wt GTP bind	Mcl1 Noxa PPI
1: O=C(Nc1nc2ccccc2[nH]1)c1cccs1
→ 1.0	94.0	102.0	95.0	98.0	-11.7	76.0	.	96.0	97.0	11.4
2: Cc1ccc(C(=O)C(OC(=O)CN2C(=O)c3ccccc3C2=O)c2ccccc2)cc1C (stereo unspecified)
→ -2.0	99.0	99.0	100.0	98.0	-14.8	96.8	.	100.0	104.0	-8.2
3: CCN(Cc1ccccc1)C(=O)CSc1nc(C)cc(=O)[nH]1
→ -1.0	94.0	110.0	103.0	99.0	-21.9	95.6	-7.4	99.0	102.0	9.2
4: CCN1CCN(C(=O)CN(c2ccccc2C)S(C)(=O)=O)CC1
→ 0.0	99.0	103.0	106.0	103.0	-18.2	100.6	.	108.0	116.0	-8.9
5: CCN1C=C(Cc2ccccc2C)C2=C(C1)C(c1ccccc1C)C(C#N)=C(N)O2 (stereo unspecified)
→ -1.0	100.0	98.0	100.0	102.0	-24.3	100.3	-21.2	103.0	107.0	29.9
6: O=C(Nc1cc(=O)[nH]c(=O)[nH]1)c1cccc(Br)c1
→ -3.0	94.0	104.0	96.0	97.0	-6.7	111.9	-5.6	95.0	95.0	5.2
7: Cc1cccc(C2=NNC(=O)C(c3ccc(Cl)cc3)C2)c1 (stereo unspecified)
→ 0.0	?	?	?	?	-4.2	110.5	-13.2	?	?	3.2
8: O=C(NCCCn1ccnc1)c1ccc(Cl)cc1[N+](=O)[O-]
→ 0.0	96.0	100.0	96.0	96.0	2.6	96.4	.	95.0	100.0	10.3
9: Cc1nnc(C)c2c(C)n(-c3cccc4cccnc34)c(C)c12
→ 0.0	96.0	97.0	99.0	95.0	-31.9	100.6	.	97.0	94.0	-3.1
10: CCc1cccc(C)c1NC(=S)NCC(c1cccnc1)N(C)C (stereo unspecified)
→ -1.0	95.0	92.0	96.0	95.0	-21.7	100.0	-3.9	94.0	93.0	-1.1
11: CSc1ccc(S(=O)(=O)NCc2ccc(Cl)cc2Cl)cc1
→ -2.0	98.0	98.0	100.0	98.0	8.6	95.3	.	97.0	96.0	14.7
12: Cc1ccc(/C=C/C(=O)NCc2ccncc2)cc1
→ -4.0	100.0	104.0	99.0	102.0	-11.2	101.5	8.5	105.0	107.0	-12.3
13: Nc1nc(SCC(=O)Nc2ccc(S(N)(=O)=O)cc2)n[nH]1
→ 2.0	96.0	98.0	96.0	97.0	-26.4	102.0	.	96.0	97.0	2.5
14: COc1ccc([N+](=O)[O-])cc1NC(=O)c1ccc(CN(c2ccccc2)S(C)(=O)=O)cc1
→ -8.0	101.0	97.0	98.0	100.0	-27.8	75.3	-9.0	99.0	100.0	-11.7
15: O=C(NC1CCCCCC1)C1CCN(S(=O)(=O)c2ccc(F)cc2)CC1
→ -4.0	101.0	100.0	99.0	102.0	-34.4	102.6	.	102.0	106.0	11.9
16: Cc1ccc(CCN2CC(C(=O)N3CCN(c4ccc(F)cc4)CC3)CC2=O)cc1 (stereo unspecified)
→ 0.0	98.0	93.0	95.0	96.0	-62.1	91.3	.	100.0	100.0	5.3
17: COc1ccc(OC)c(C2CC(=O)c3c([nH]c(C(=O)OC(C)C)c3C)C2)c1 (stereo unspecified)
→ 0.0	100.0	95.0	98.0	97.0	-11.1	97.3	.	102.0	103.0	-13.5
18: Cc1cc(C)c(C#N)c(SCS(=O)Cc2ccccc2)n1 (stereo unspecified)
→ -6.0	98.0	102.0	101.0	99.0	-32.4	99.4	.	103.0	103.0	6.2
19: CCc1ccc(S(=O)(=O)N2CC(=O)Nc3ccccc32)cc1
→ -2.0	99.0	102.0	98.0	101.0	-4.8	100.2	-2.0	100.0	103.0	9.8
20: Cc1cc(C)nc(N(C#N)Cc2ccccc2C)n1
→ -3.0	91.0	96.0	92.0	91.0	-8.9	103.3	0.7	91.0	92.0	-12.3
21: CCOc1cc2[nH]c(=O)n(Cc3cccc(OC)c3)c(=O)c2cc1OCC
→ -3.0	98.0	101.0	99.0	100.0	-19.8	101.9	.	100.0	99.0	3.1
22: CCCOC(=O)C1=C(C)NC2=C(C(=O)C(C(=O)OC)C(C)C2)C1c1ccc(N(CC)CC)cc1 (stereo unspecified)
→ 0.0	100.0	101.0	102.0	99.0	-18.9	102.4	.	103.0	106.0	48.4
23: Cc1c(/C(O)=C2\C(=O)C(=O)N(CCN(C)C)C2c2cccs2)cnn1-c1ccccc1 (stereo unspecified)
→ 0.0	99.0	98.0	94.0	101.0	-26.0	99.9	-1.8	100.0	105.0	9.5
24: CCn1cc(C2=NCC(C)O2)c2ccccc21 (stereo unspecified)
→ 0.0	95.0	96.0	99.0	99.0	-15.5	98.7	-21.2	97.0	98.0	13.2
25: CCn1c(C2CC(=O)N(c3cc(C)cc(C)c3)C2)nc2ccccc21 (stereo unspecified)
→ 2.0	98.0	106.0	101.0	101.0	-6.2	88.2	.	102.0	108.0	15.2
26: CCOC(=O)c1nc2nc(C)cc(=O)n2[nH]1
→ -4.0	102.0	98.0	100.0	102.0	4.6	100.3	3.6	106.0	107.0	9.4
27: Cc1ccc(O)c(N=Cc2sc3ccccc3c2Cl)c1
→ -8.0	94.0	96.0	94.0	94.0	-27.2	109.2	2.1	97.0	95.0	16.2
28: COc1cnc(NS(=O)(=O)c2ccc(N)cc2)nc1
→ -1.0	101.0	91.0	96.0	94.0	-10.2	89.3	.	96.0	101.0	7.5
29: O=C(CN1C(=O)c2ccccc2C1=O)NCC(=O)OCC(=O)c1ccc(Cl)cc1
→ 0.0	97.0	102.0	99.0	97.0	-1.1	105.1	14.3	96.0	102.0	-10.1
30: CCSc1oc(-c2ccccc2)nc1S(=O)(=O)c1ccccc1
→ 0.0	91.0	99.0	96.0	99.0	0.7	99.3	.	93.0	95.0	17.0
31: COc1ccc(OCCSCc2nnc(NC(=O)Nc3ccc(Cl)cc3)s2)cc1
→ 1.0	100.0	102.0	102.0	102.0	-0.2	100.7	12.2	104.0	104.0	42.1
32: COc1cc(NC(=O)CSc2nnc(Cn3nnc4ccccc43)n2C)cc(OC)c1
→ 0.0	97.0	96.0	98.0	100.0	-12.9	91.5	.	97.0	102.0	-2.1
33: CC1CCN(CC(=O)NCc2ccco2)CC1
→ -2.0	92.0	103.0	100.0	96.0	-4.6	101.2	-1.1	94.0	98.0	-14.1
34: O=C(NCCc1csc(-c2cccnc2)n1)c1ccco1
→ .	98.0	93.0	97.0	98.0	-17.8	108.5	.	105.0	117.0	13.7
35: CN(C)C(=O)/C(C#N)=C\c1cc(Br)c(Sc2ccc(Cl)cc2)o1
→ -3.0	96.0	98.0	98.0	99.0	99.6*	101.0	.	97.0	98.0	9.0
36: Fc1ccc(Cn2nnnc2C(c2ccc(Cl)cc2)N2CCSCC2)cc1 (stereo unspecified)
→ 43.0*	100.0	101.0	101.0	103.0	14.0	95.6	21.8	105.0	106.0	10.9
37: Cc1ccc(NC(=O)CCNC(=O)c2ccco2)cc1F
→ 0.0	96.0	103.0	100.0	98.0	-18.5	100.8	-8.1	94.0	95.0	15.8
38: CCCn1c(SCC(=O)Nc2sc(C)c(C)c2C(=O)OCC)nc2c1c(=O)n(C)c(=O)n2C
→ 1.0	95.0	93.0	93.0	95.0	-19.1	98.2	-0.1	95.0	96.0	-14.9
39: COc1cccc(NC(=S)C(C#N)=C2N(C)c3ccccc3N2C)c1
→ -1.0	92.0	88.0	92.0	90.0	-39.0	103.2	-0.4	92.0	93.0	1.1
40: Cc1cc(C)c(C#N)c(SCC(=O)c2ccc(Cl)cc2Cl)n1
→ 0.0	95.0	100.0	99.0	102.0	0.5	99.2	-11.9	98.0	98.0	15.4
41: CC(C)[C@@H]1NC(=O)c2cc([N+](=O)[O-])cc(I)c2NCCC[C@@H](C(=O)NC(CC(=O)O)C(N)=O)NC(=O)[C@H](CO)NC1=O (stereo partly specified)
→ -1.0	100.0	91.0	97.0	97.0	-7.0	101.5	.	97.0	99.0	7.0
42: COc1ccc(CN2C(=O)CC(C(=O)NCCc3ccc(S(N)(=O)=O)cc3)SC2=Nc2ccccc2)cc1 (stereo unspecified)
→ 0.0	95.0	98.0	95.0	96.0	-1.4	104.2	10.9	95.0	101.0	5.4
43: COCC1CCN(Cc2cn(Cc3ccccc3)nc2-c2cc3ccccc3o2)CC1
→ 0.0	97.0	95.0	96.0	97.0	-2.2	103.1	-1.5	98.0	99.0	15.7
44: Cc1c(C(=O)NCc2ccc(F)cc2)c(-c2ccccc2)nn1-c1ccccc1
→ 0.0	101.0	101.0	101.0	98.0	1.2	102.5	.	96.0	95.0	-2.6
45: CC(C)CCNC(=O)CSc1nc2ccsc2c(=O)n1NC(=O)c1ccccc1
→ 1.0	95.0	99.0	95.0	98.0	-29.5	98.5	-4.8	97.0	99.0	20.5
46: CCCCCc1c(C)nc(Nc2nc(C)c3cc(OC)ccc3n2)[nH]c1=O
→ -3.0	95.0	100.0	94.0	96.0	-19.5	101.1	.	96.0	95.0	0.9
47: Cc1ccc(P(=O)(O)c2ccc(C)cc2)cc1
→ -2.0	98.0	103.0	102.0	103.0	0.6	106.6	-6.2	103.0	101.0	16.6
48: COc1ccc(-c2c(C)oc3c(CN4CCN(CCO)CC4)c(O)ccc3c2=O)cc1OC
→ 0.0	99.0	98.0	101.0	103.0	-7.9	97.7	.	104.0	102.0	-6.2
49: O=C(COC(=O)c1cccs1)Nc1ccccc1
→ -2.0	99.0	97.0	102.0	104.0	-1.1	102.1	11.2	104.0	100.0	-16.2
50: O=C(Nc1ccc(Cl)cc1)/C(=C/c1cccc(O)c1)c1nc2ccccc2s1
→ -4.0	101.0	97.0	99.0	99.0	-0.8	97.3	-3.1	97.0	99.0	4.0
51: COCCNCCCCOc1ccc(Br)cc1C
→ -4.0	100.0	102.0	100.0	101.0	-6.3	110.9	1.6	102.0	105.0	20.1
52: N#CC1=C(N)Oc2cc(O)ccc2C1c1cccs1 (stereo unspecified)
→ 2.0	99.0	96.0	98.0	98.0	-37.8	105.8	-8.9	96.0	95.0	5.3

Mcl-1 Bim block, entries above that show a hit.
| item | molecule | Mcl-1 Bim block | Rac1 act GTP bind | Rab7 wt GTP bind | Rab2 wt GTP | HRas wt GTP bind | Mcl1-Bid inh | RGS8-Gao | Cdc42 wt GTP | Rac1 wt GTP bind | Mcl1 Noxa PPI |
| --- | --- | --- | --- | --- | --- | --- | --- | --- | --- | --- | --- |
| 36 | Fc1ccc(Cn2nnnc2C(c2ccc(Cl)cc2)N2CCSCC2)cc1 (stereo unspecified) | 43.0* | 100.0 | 101.0 | 101.0 | 103.0 | 14.0 | 95.6 | 105.0 | 106.0 | 10.9 |

Assay outcomes from PubChem BioAssay.
